RXFP1 agonist = RXFP1 (human) receptor agonism; hit rate 0.3% among 370,000; Potency, µM (highest dose often 57.5 µM), without a hit: top-dose activation, actives largely listed as activators; HEK293T-RXFP1 cAMP TR-FRET, 30 min; response scale: percent of porcine relaxin response, buffer zero; Q9HBX9; note: potency is the fitted concentration of half-maximal effect; % is set by controls: 0 for no effect and ±100 for the full control effect; nearly all actives have a fitted effect of over 60% in size; many of its hits are not listed in these tables
Target sequence (Q9HBX9 whole entry, looked up): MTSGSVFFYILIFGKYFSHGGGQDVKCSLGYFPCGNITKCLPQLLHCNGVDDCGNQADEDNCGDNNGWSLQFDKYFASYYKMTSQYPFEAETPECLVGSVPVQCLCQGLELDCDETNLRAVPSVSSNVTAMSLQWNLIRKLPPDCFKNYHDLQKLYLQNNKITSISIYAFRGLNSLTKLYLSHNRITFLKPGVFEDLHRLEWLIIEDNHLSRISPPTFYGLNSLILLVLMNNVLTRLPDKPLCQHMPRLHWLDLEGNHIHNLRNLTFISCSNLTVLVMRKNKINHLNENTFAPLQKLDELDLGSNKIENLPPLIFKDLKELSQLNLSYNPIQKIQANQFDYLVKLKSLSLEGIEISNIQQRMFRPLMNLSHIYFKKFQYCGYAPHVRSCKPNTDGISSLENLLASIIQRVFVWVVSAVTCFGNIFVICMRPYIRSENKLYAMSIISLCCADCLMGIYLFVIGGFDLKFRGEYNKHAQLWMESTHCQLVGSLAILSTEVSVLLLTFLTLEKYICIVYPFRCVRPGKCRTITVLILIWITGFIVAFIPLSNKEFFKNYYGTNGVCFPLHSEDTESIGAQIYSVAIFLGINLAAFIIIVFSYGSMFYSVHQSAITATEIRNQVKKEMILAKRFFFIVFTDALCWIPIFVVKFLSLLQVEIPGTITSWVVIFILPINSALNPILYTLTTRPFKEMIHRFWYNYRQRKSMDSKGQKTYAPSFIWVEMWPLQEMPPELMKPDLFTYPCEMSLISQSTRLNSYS
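HEK293 cells stably expressing RXFP1, treated 30 min at 37C with compounds plus PDE4 inhibitor Ro 20174; cAMP measured by HTRF TR-FRET. Normalized to buffer and 29 nM porcine relaxin; EC50 by Hill fit.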
LDHA inh = LDHA (human) enzyme inhibition. P00338. AID 1347041. hit rate 0.15% among 480,000. purified LDHA, NADH/diaphorase-resazurin fluorescence; hits give low values. activity change, % (values are at about 110 or 230 µM); in the data active = activity change below about -30%; inconclusive = mostly about -25% to -30%;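 note: plate controls were DMSO wells for no effect and wells without enzyme for full effect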
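Human LDH5 (2 nM) was incubated with 0.06 mM NADH and 0.2 mM pyruvate for 5 min at room temperature in Tris pH 7.4. Remaining NADH was coupled through diaphorase/resazurin, and resorufin fluorescence was read at 0 and 20 min.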
TrxR1 substrate = substrates of rat thioredoxin reductase 1. hit rate 0.01% among 390,000. purified TrxR1 substrate turnover, NADPH consumption readout. Potency, µM (top dose mostly 114 µM), for inactives: at the highest dose activity change, negative = substrate turnover. O89049; note: potency is the fitted concentration of half-maximal effect; % is set by controls: 0 for no effect and ±100 for the full control effect; nearly all actives have a fitted effect of over 50% in size
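Rat TrxR1, dispensed at 90 nM, was prereduced with 400 uM NADPH (final) for 5 min at ~22 deg C, then incubated with compound 15 min before 400 uM selenite. A first-read NADPH fluorescence drop versus no-compound background flagged substrates.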
GRP78 ERSR act = induces the endoplasmic reticulum stress response in human glioma cells; U87-MG GRP78 promoter luciferase reporter, 16 h; Potency, µM, without a hit: at the top dose activation, most hits filed as activators; hit rate 0.02% among 420,000; note: potency is the fitted concentration of half-maximal effect; series mostly up to about 76 µM; % of control where 0% means no effect; nearly all actives have a fitted effect of over 35% in size
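Stably transfected U87-MG glioma cells carrying a GRP78-based luciferase sensor; 16 h compound incubation. Luminescence end-point read 10 min after Bright-Glo addition at room temperature.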
PI4K2A block = inhibitors of human PI4K2A. purified PI4K2A, ADP-Glo luminescence, 1 h; hits give low values. activity change, negative = inhibition, % at 76.9 µM. hit rate 0.13% among 420,000; in the data active = activity change below about -50%; inconclusive = mostly about -30% to -49%;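 note: -100% = wells without enzyme as full effect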
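PI4K2A activity was measured by ADP-Glo luminescence: enzyme (4 ug/mL stock) and phosphatidylinositol (1.2 mM stock) in Tris pH 7.5/MgCl2/EGTA/Triton X-100 buffer were reacted with ATP (300 microM stock) for one hour at ambient temperature.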
* marks the source's active call; other numbers are inactive results; i = inactive; ? = inconclusive; · = no result given; & = joins results of further samples. Unless noted, calls come from the whole dose curve; as a rule, active = well fitted curve in the direction sought with a large enough effect; inconclusive = small, poorly fitted or top-dose-only effect, or another doubt; inactive = no such curve, though single readings can be large; an effect the other way counts as inactive or inconclusive. Not all compounds are listed, so the mix of outcomes need not match the whole.

SMILES	RXFP1 agonist	LDHA inh	TrxR1 substrate	GRP78 ERSR act	PI4K2A block
O=S(=O)(O)NC1CCCCC1	·	·	·	-2.5%	-6.4
CCC(C(=O)NC(=O)NC(C)=O)c1ccccc1 (configuration not stated)	·	·	·	-2.9%	-0.1
CC(C)(C)C(=O)OCOC(=O)C1N2C(=O)CC2S(=O)(=O)C1(C)C (configuration not stated)	·	·	·	-1.9%	3.4
O=C(CCC1CCN(Cc2ccccc2)CC1)c1ccc2c(c1)NCCCC2	·	·	·	-3.9%	1.0
N=C(N)N	·	·	·	-0.3%	-2.7
CCOc1ccc(NS(=O)(=O)c2ccc(N)cc2)nn1	·	·	·	-4.5%	-1.1
Oc1cccc(O)c1	·	·	·	-5.8%&-5.4%	-2.1
CCCC(O)C(CC)CO (configuration not stated)	·	·	·	-3.2%	2.7
CCCCCCCCCCCCCCCCC(C(=O)O)C(O)(CC(=O)O)C(=O)O (configuration not stated)	·	·	·	-3.0%	-6.9
CC(C)(C)C(O)/C=C/c1ccc2c(c1)OCO2 (configuration not stated)	·	·	·	1.9%	0.8
CCN(C)C(=O)Oc1cccc([C@H](C)N(C)C)c1	·	·	·	-2.0%	-1.0&18.3
CN1C(CSCC(F)(F)F)Nc2cc(Cl)c(S(N)(=O)=O)cc2S1(=O)=O (configuration not stated)	·	·	·	-3.7%	0.4
Nc1ccn(C[C@@H](CO)OCP(=O)(O)O)c(=O)n1	·	·	·	-2.6%	0.5
CC1CCN(CCCC(=O)c2ccc(F)cc2)CC1	·	·	·	-4.8%	0.0
CN(C)C(=O)COC(=O)Cc1ccc(OC(=O)c2ccc(N=C(N)N)cc2)cc1	·	·	·	-4.6%	1.8
Cc1nnc(C(=O)NC(C)(C)c2nc(C(=O)NCc3ccc(F)cc3)c(O)c(=O)n2C)o1	·	·	·	-4.3%	-1.4
NC(=O)[C@@H]1CSSCCC(=O)N[C@@H](CCCCN=C(N)N)C(=O)NCC(=O)N[C@@H](CC(=O)O)C(=O)N[C@@H](Cc2c[nH]c3ccccc23)C(=O)N2CCC[C@H]2C(=O)N1	·	·	·	-1.8%	-0.3
O=C(OC1C[C@H]2CC[C@@H](C1)[N+]21CCCC1)C(O)(c1ccccc1)c1ccccc1 (some centres not stated)	·	·	·	-3.5%	3.7
CCOCCn1c(N2CCCN(C)CC2)nc2ccccc21	·	·	·	-3.8%	-2.7
COc1cc(C(C)=O)ccc1OCCCN1CCC(c2noc3cc(F)ccc23)CC1	·	·	·	-1.2%	-4.0

An excerpt of these results, as a markdown table:
| canonical_smiles | RXFP1 agonist | LDHA inh | TrxR1 substrate | GRP78 ERSR act | PI4K2A block |
| --- | --- | --- | --- | --- | --- |
| CC(C)(C)C(O)/C=C/c1ccc2c(c1)OCO2 (configuration not stated) | · | · | · | 1.9% | 0.8 |
| COc1cc(C(C)=O)ccc1OCCCN1CCC(c2noc3cc(F)ccc23)CC1 | · | · | · | -1.2% | -4.0 |
| N=C(N)N | · | · | · | -0.3% | -2.7 |

The list continues.
SMILES	RXFP1 agonist	LDHA inh	TrxR1 substrate	GRP78 ERSR act	PI4K2A block
CC(C)c1cc2c(cc1S(=O)(=O)O)[C@@]1(C)CCC[C@@](C)(C(=O)O)[C@@H]1CC2	·	·	·	-4.1%	-1.7
O=C(O)CCc1nc2ccccc2[nH]1	·	·	·	-3.8%	-5.6
O=C(OOC(=O)c1ccccc1)c1ccccc1	·	·	·	-6.3%&-1.5%	4.4
C[C@@H](O)[C@H]1C(=O)N2C(C(=O)O)=C(S[C@@H]3CN[C@H](CNS(N)(=O)=O)C3)[C@H](C)[C@H]12	·	·	·	-5.4%	3.3
N=C(N)c1ccc(OCCCOc2ccc(C(=N)N)cc2)cc1	·	·	·	-3.5%	-2.1
C=C(c1ccc(C(=O)O)cc1)c1cc2c(cc1C)C(C)(C)CCC2(C)C	·	·	·	?	0.9
CC(=O)N/N=C/c1ccc([N+](=O)[O-])o1	·	·	·	-11.3%	2.1
CCCCCCCCCCCCCCCCCCOCC(O)CO (configuration not stated)	·	·	·	-4.3%	4.0
O=C(O)c1ccc(S(=O)(=O)N(Cl)Cl)cc1	·	·	·	-3.9%	-5.7
CC(C)[C@H](N)C(=O)OCC(CO)OCn1cnc2c(=O)[nH]c(N)nc21 (some centres not stated)	·	·	·	-5.4%	-7.2
N[C@@H](CSCCCO)C(=O)O	·	·	·	-1.4%	i
Cc1ccc(S(=O)(=O)NC(=O)NC2CCCC2)cc1	·	·	·	-3.7%	-3.2
O=C(OCC(COC(=O)c1cccnc1)(COC(=O)c1cccnc1)COC(=O)c1cccnc1)c1cccnc1	·	·	·	-2.0%	-2.1
CC(C)[N+](C)(C)CC(O)COc1cccc2ccccc12 (configuration not stated)	·	·	·	-3.4%	-3.6
CCCCCC1Nc2cc(C(F)(F)F)c(S(N)(=O)=O)cc2S(=O)(=O)N1 (configuration not stated)	·	·	·	-3.0%	-2.3
CC1(C)CO[C@@H](CC(=O)O)CN1	·	·	·	-3.7%	3.1
CCOc1cc(OCC)c(C(=O)CCC(=O)O)cc1OCC	·	·	·	-4.1%	0.1
Nc1c(NC/C=C\COc2cc(CN3CCCCC3)ccn2)c(=O)c1=O	·	·	·	-1.3%	i
COc1ccc(CN(CCN(C)C)c2ncccn2)cc1	·	·	·	-2.4%	0.3
CN(CC1(C)CCCO1)S(=O)(=O)c1ccc(Cl)c(S(N)(=O)=O)c1 (configuration not stated)	·	·	·	-0.4%	-1.7
CCCCCCCCOc1ccccc1C(=O)Nc1ccc(C(=O)OCC[N+](C)(CC)CC)cc1	·	·	·	-6.4%	-3.9
CCCCCCCCCCCCCC(=O)OC(C)C	·	·	·	-2.9%	1.8
COc1cc(NCc2ccc3nc(N)nc(N)c3c2C)cc(OC)c1OC	·	·	·	-3.5%&-4.8%	-7.3
CC1(C)[C@@H]2CC[C@@]1(C)C(=O)C2	·	·	·	-2.3%&0.8%	0.4
CCOc1ccc(NC(=O)CC(C)O)cc1 (configuration not stated)	·	·	·	-5.4%	-5.2
CC(C)OC(=O)C(C(=O)OC(C)C)=C1SC=CS1	·	·	·	-4.1%	1.5
CC(=O)Oc1cccc(O)c1	·	·	·	-5.4%	0.6
CCOc1ccc2nc3cc(N)ccc3c(N)c2c1	·	·	·	-3.2%&-7.4%	-6.8
Nc1ccc(O)c(C(=O)O)c1	·	·	·	-4.8%&-5.5%	-6.8
OC[C@H]1O[C@@H]2O[C@H]3[C@H](O)[C@@H](O)[C@@H](O[C@H]4[C@H](O)[C@@H](O)[C@@H](O[C@H]5[C@H](O)[C@@H](O)[C@@H](O[C@H]6[C@H](O)[C@@H](O)[C@@H](O[C@H]7[C@H](O)[C@@H](O)[C@@H](O[C@H]8[C@H](O)[C@@H](O)[C@@H](O[C@H]1[C@H](O)[C@H]2O)O[C@@H]8CO)O[C@@H]7CO)O[C@@H]6CO)O[C@@H]5CO)O[C@@H]4CO)O[C@@H]3CO	·	·	·	-4.5%	-1.2
CCCCCOc1ccc(C2SC(=O)NC2=O)cc1OCC (configuration not stated)	·	·	·	1.8%	-0.7
C[C@@]12CCC[C@H]1[C@@H]1CC[C@H]3C[C@@H](O)CC[C@]3(C)[C@H]1CC2	·	·	·	-1.9%	1.8
C=CC[N+]1([C@H]2C[C@H]3[C@@H]4CC[C@H]5C[C@H](OC(C)=O)[C@@H](N6CCCCC6)C[C@]5(C)[C@H]4CC[C@]3(C)[C@H]2OC(=O)CC)CCCCC1	·	·	·	-2.7%	-4.4
OCC(O)CS (configuration not stated)	·	·	·	-5.2%	2.5
CCOC(=O)OCC/C(SC(=O)OCC)=C(\C)N(C=O)Cc1cnc(C)nc1N	·	·	·	6.6%	-7.0
Cc1[nH]c(C)c(Cl)c(=O)c1Cl	·	·	·	-4.8%	i
CC1(C)CCC(C)(C)c2cc(NC(=O)c3ccc(C(=O)O)cc3)ccc21	·	·	·	-1.0%	-2.0&4.0
O=C(CS)Nc1ccccc1	·	·	·	1.7%	-25.1
CCOC(=O)c1cccnc1	·	·	·	-2.8%	-1.1
CC(=O)NC(=O)c1ccccc1O	·	·	·	-5.0%	1.5
CC(C)N=C(N)/N=C(\N)Nc1ccc(Cl)cc1	·	·	·	-5.3%	0.4
C[C@@H](O)[C@H]1C(=O)N2C(C(=O)O)=C(S[C@@H]3CN[C@H](C(=O)N(C)C)C3)[C@H](C)[C@H]12	·	·	·	-5.0%	-2.5&1.2
CN(Cc1ccc(C(C)(C)C)cc1)Cc1cccc2ccccc12	·	·	·	1.4%	0.9&-4.3
O=C1C(c2[nH]c3ccccc3c2O)=Nc2ccccc21	·	·	·	6.5%	0.7
CCCCC(CC)COC(=O)/C=C/c1ccc(OC)cc1 (configuration not stated)	·	·	·	-2.9%	0.6
[O-][n+]1cccc(CO)c1	·	·	·	-5.7%	2.5
CCCCc1ccc2nc(NC(=O)OC)[nH]c2c1	·	·	·	-1.7%	3.2
Cc1cc(N)c2cc(NC(=O)Nc3ccc4nc(C)cc(N)c4c3)ccc2n1	·	·	·	-4.5%	0.8
Cc1ccc(/C=N/n2c(-c3ccccc3)csc2=S)cc1	·	·	·	-1.7%	1.1
C=CCc1cc(OC)c(O)c(C(=O)NCCO)c1	·	·	·	-0.9%	0.7
O=C(O)Cc1ccc(CCNS(=O)(=O)c2ccc(Cl)cc2)cc1	·	·	·	-3.1%&5.3%	-1.3
CCOC(=O)COc1ccc2c(C)c(CCN(CC)CC)c(=O)oc2c1Cl	·	·	·	-11.3%&-10.5%	-0.3
CCCCC[C@H](O)/C=C/[C@@H]1[C@H]2C/C(=C/CCCC(=O)O)O[C@H]2C[C@H]1O	·	·	·	-2.8%&-3.1%	2.1
Cc1nc([N+](=O)[O-])cn1-c1ccc([N+](=O)[O-])cc1	·	·	·	-3.4%	1.3
COP(=O)(OC)OC(c1ccc(Cl)cc1)P(=O)(OC)OC (configuration not stated)	·	·	·	-3.9%	0.3
CCOC(=O)c1ccc(NC(=O)CN2CCCCC2)cc1	·	·	·	2.9%	0.7
C[C@]12C=CC(=O)C=C1[C@@H](F)C[C@@H]1[C@@H]2[C@@H](O)C[C@@]2(C)[C@H]1CC[C@]2(O)C(=O)CO	·	·	·	-3.7%	-2.6
CC(C)=CCC/C(C)=C/CC/C(C)=C/CCC(=O)OC/C=C(\C)CCC=C(C)C	·	·	·	-5.6%	-2.0
CC(C(O)c1ccccc1)N(C)CCOC(c1ccccc1)c1ccccc1 (configuration not stated)	·	·	·	-5.8%	-0.3
CCOC(=O)Cn1cccc1-c1nc(-c2ccc(OC)cc2)c(-c2ccc(OC)cc2)s1	·	·	·	-2.4%	3.0

Next section.
SMILES	RXFP1 agonist	LDHA inh	TrxR1 substrate	GRP78 ERSR act	PI4K2A block
Cc1cc(O)c2ccccc2c1O	·	·	·	-4.0%	-10.9
Nc1c(CC(=O)O)cccc1C(=O)c1ccc(Br)cc1	·	·	·	-1.8%	-1.3
COc1ccccc1-c1coc2cc(O)ccc2c1=O	·	8.8	·	6.6%	·
NC(=O)c1ccc2nc(-c3ccc(Oc4ccc(Cl)cc4)cc3)[nH]c2c1	·	-1.1	·	1.7%	·
Oc1c(Cl)cc(Cl)cc1Sc1cc(Cl)cc(Cl)c1O	-0.8%	·	·	-2.6%&-3.0%	-3.6
CC1=C(C(=O)O)N2C(=O)[C@@H](NC(=O)[C@H](N)c3ccccc3)[C@H]2SC1	1.3%	·	·	-4.8%	-0.3
CC(c1cc2ccccc2s1)N(O)C(N)=O (configuration not stated)	1.3%	·	·	0.9%	3.0
CC(C)c1nc(CN(C)C(=O)N[C@H](C(=O)N[C@@H](Cc2ccccc2)C[C@H](O)[C@H](Cc2ccccc2)NC(=O)OCc2cncs2)C(C)C)cs1	-0.1%	·	·	-1.3%&-3.3%	-1.7
COC(=O)C1=CO[C@@H](O)[C@@H]2C(CO)=CC[C@H]12	·	·	?	-3.1%	1.5

Assay outcomes from PubChem.
